# Assay outcomes deposited in PubChem BioAssay by Broad Institute.
# TcdB inh = TcdB glycohydrolase inhibitors, primary screen, biochemical, single point, plate reader | inhibition, % at 9.99 µM | actives 0.24% (n = 350,000) | TcdB glycohydrolase enzymatic assay | Toxin B (Clostridioides difficile), P18177; in the data active means inhibition above about 10%
# An asterisk follows results filed as active. Some of the compounds tested; count on the stated rates, not on these rows.
SMILES,TcdB inh
Cn1cnc(S(=O)(=O)N2CC[C@@H]3[C@H](CO)Nc4ccc(C#Cc5ccccc5F)cc4[C@@H]32)c1,0.7
C[C@@H]1CN([C@@H](C)CO)C(=O)c2cccc(NC(=O)Nc3ccc(C(F)(F)F)cc3)c2O[C@@H]1CN(C)Cc1ccc(C(F)(F)F)cc1,0.7
Cc1noc(C)c1NC(=O)Nc1ccc2c(c1)C(=O)N([C@H](C)CO)C[C@@H](C)[C@H](CN(C)S(=O)(=O)c1cccs1)O2,-2.2
CCCNC(=O)[C@H]1[C@H](CO)[C@H]2Cn3c(ccc(-c4ccccc4)c3=O)[C@@H]1N2C(=O)Nc1ccccc1,-2.0
CCCN1[C@H](C(=O)NCCOC)[C@@H](CO)[C@@H]2Cn3c(ccc(-c4cccc(C(=O)N(C)C)c4)c3=O)[C@@H]21,-0.9
COc1ccc2c3c(n(C)c2c1)[C@H](CO)N(Cc1ccc(F)cc1)CC31CN(CC2CC2)C1,0.7
CCC(=O)Nc1ccc2c(c1)OC[C@@H](C)N(CC1CC1)C[C@@H](C)[C@H](OC)CN(C)C2=O,3.0
CN1C[C@H](O)COC[C@@H]2O[C@@H](CC(=O)NC3CCC3)CC[C@H]21,-0.8
CC(C)CC#Cc1cnc2c(c1)C(=O)N([C@@H](C)CO)C[C@H](C)[C@@H](CN(C)Cc1ccccc1F)O2,0.0
COC(=O)C[C@H]1CC[C@@H]2[C@H](COc3ccc(NS(=O)(=O)c4ccc(C)cc4)cc3C(=O)N2C)O1,1.1
CCS(=O)(=O)Nc1ccc2c(c1)C(=O)N(C)[C@@H]1CC[C@H](CC(=O)N[C@H]3CCN(Cc4ccccc4)C3)O[C@@H]1CO2,1.9
COc1ccc2c3c(n(C)c2c1)[C@@H](CO)N(S(C)(=O)=O)CC31CCN(CC2CCCC2)CC1,1.7
C[C@@H]1CN([C@H](C)CO)C(=O)c2cccc(NC(=O)C3CCOCC3)c2O[C@@H]1CN(C)C(=O)Nc1ccccc1,-0.6
CO[C@H]1CN(C)C(=O)c2ccc(NC(=O)NC(C)C)cc2OC[C@H](C)N(C(=O)CC2CC2)C[C@@H]1C,0.6
COc1ccc(CN(C)C[C@H]2OCCCC[C@@H](C)Oc3ccc(NC(=O)c4ccccc4)cc3C(=O)N([C@@H](C)CO)C[C@H]2C)cc1,-0.3
Cn1cnc(S(=O)(=O)N2C[C@@H](O)COC[C@@H]3O[C@H](CC(=O)NC4Cc5ccccc5C4)CC[C@H]32)c1,0.4
COc1ccc(S(=O)(=O)Nc2cccc3c2O[C@@H](CN(C)Cc2ccc(Oc4ccccc4)cc2)[C@H](C)CN([C@@H](C)CO)C3=O)cc1,0.2
CC(=O)N1CCCCN2[C@@H](CO)[C@H](c3ccc(C#Cc4ccccc4F)cc3)[C@@H]2C1,0.0
C[C@H](CO)N1C[C@H](C)[C@H](CN(C)S(=O)(=O)c2ccc(F)cc2)Oc2ccc(NS(=O)(=O)c3ccc(F)cc3)cc2C1=O,-5.7
COc1ccc(C#Cc2ccc3c(c2)O[C@H](CN(C)C(=O)c2ccccn2)[C@H](C)CN([C@@H](C)CO)S3(=O)=O)cc1,0.1
O=C(C[C@H]1CC[C@H](NC(=O)NC2CCCCC2)[C@@H](CO)O1)NCc1ccccc1,-0.7
C[C@@H]1CN([C@@H](C)CO)C(=O)Cc2cc(NC(=O)Nc3ccc(F)cc3)ccc2O[C@H]1CN(C)C(=O)Nc1ccc2c(c1)OCO2,0.8
Cc1cc(C(=O)Nc2cccc3c2O[C@H](CN(C)S(=O)(=O)c2ccccc2)[C@H](C)CN([C@@H](C)CO)C3=O)n(C)n1,-1.8
O=C(C[C@H]1C=C[C@@H](NC(=O)c2ccc3c(c2)OCO3)[C@@H](CO)O1)NCc1ccc(F)cc1,-0.9
O=C(NCC[C@H]1CC[C@@H](NS(=O)(=O)c2cccc(F)c2)[C@H](CO)O1)C1CCCCC1,0.2

# Four entries drawn at random from those above:
SMILES,TcdB inh
CCS(=O)(=O)Nc1ccc2c(c1)C(=O)N(C)[C@@H]1CC[C@H](CC(=O)N[C@H]3CCN(Cc4ccccc4)C3)O[C@@H]1CO2,1.9
COc1ccc(S(=O)(=O)Nc2cccc3c2O[C@@H](CN(C)Cc2ccc(Oc4ccccc4)cc2)[C@H](C)CN([C@@H](C)CO)C3=O)cc1,0.2
CC(=O)N1CCCCN2[C@@H](CO)[C@H](c3ccc(C#Cc4ccccc4F)cc3)[C@@H]2C1,0.0
C[C@@H]1CN([C@@H](C)CO)C(=O)Cc2cc(NC(=O)Nc3ccc(F)cc3)ccc2O[C@H]1CN(C)C(=O)Nc1ccc2c(c1)OCO2,0.8

# (next part)
SMILES,TcdB inh
COc1ccc(NC(=O)N(C)C[C@@H]2OCCCC[C@H](C)Oc3ccc(NS(=O)(=O)c4ccc(OC)cc4)cc3C(=O)N([C@H](C)CO)C[C@H]2C)cc1,-8.4
Cc1noc(C)c1NC(=O)Nc1ccc2c(c1)C(=O)N([C@@H](C)CO)C[C@H](C)[C@H](CN(C)C(=O)Nc1c(C)noc1C)O2,0.6
O=C(C[C@H]1CC[C@@H]2NC[C@@H](O)COC[C@H]2O1)Nc1nccs1,-0.9
COc1ccc(NC(=O)N[C@H]2C=C[C@H](CC(=O)NC3CCC3)O[C@H]2CO)cc1,-0.3
C[C@H](CO)N1C[C@H](C)[C@H](CN(C)S(C)(=O)=O)Oc2ccc(NC(=O)C3CC3)cc2CC1=O,0.2
C[C@H]1CN([C@@H](C)CO)C(=O)c2cc(NC(=O)CCC(F)(F)F)ccc2O[C@H]1CN(C)Cc1ccc(Cl)c(Cl)c1,0.6
CCCNC(=O)[C@@H]1[C@@H](CO)[C@@H]2Cn3c(ccc(/C=C/c4ccccc4)c3=O)[C@@H]2N1CCC,-1.3
CNC[C@H]1OCCCC[C@@H](C)Oc2ccc(NC(=O)Nc3ccc(C(F)(F)F)cc3)cc2C(=O)N([C@@H](C)CO)C[C@H]1C,0.6
C[C@H](CO)N1C[C@H](C)[C@@H](CN(C)S(=O)(=O)c2cccs2)Oc2c(NC(=O)c3cnccn3)cccc2C1=O,-0.3
C/C=C/c1ccc([C@@H]2[C@@H](CO)N3CCCCN(C(=O)Nc4ccc(F)cc4)C[C@@H]23)cc1,0.3
CCCN1C[C@H](C)[C@H](OC)CN(C)C(=O)c2ccc(NC(=O)C3CC3)cc2OC[C@H]1C,1.2
COc1ccc2c3c(n(C)c2c1)[C@@H](CO)N(Cc1cc(F)ccc1F)CC31CCN(C(C)=O)CC1,-0.3
COCC#Cc1ccc2c(c1)O[C@@H](CN(C)S(C)(=O)=O)[C@@H](C)CN([C@@H](C)CO)S2(=O)=O,-0.4
C[C@@H]1CN([C@H](C)CO)C(=O)c2cc(NC(=O)CCCN(C)C)ccc2O[C@@H]1CN(C)S(=O)(=O)c1cccs1,0.7
CCNC(=O)C[C@@H]1CC[C@@H]2[C@H](COc3ccc(NC(=O)c4cccc(OC)c4)cc3C(=O)N2C)O1,0.6
C[C@H](CO)N1C[C@H](C)[C@H](CN(C)Cc2ccc(Oc3ccccc3)cc2)Oc2ccc(N(C)C)cc2C1=O,-7.9
C[C@H](CO)N1C[C@H](C)[C@@H](CN(C)Cc2ccncc2)Oc2cc(Br)ccc2S1(=O)=O,-0.4
O=C(C[C@@H]1CC[C@H](NC(=O)c2ccc(F)cc2)[C@H](CO)O1)NCCc1ccncc1,0.1
CCCC#Cc1ccc([C@H]2[C@H](CO)N3CCCCN(C(=O)NC4CCCC4)C[C@@H]23)cc1,-1.2
C[C@@H]1CN([C@H](C)CO)C(=O)Cc2cc(N(C)C)ccc2O[C@@H]1CN(C)CC1CC1,-5.8
COc1cccc(-c2cnc3c(c2)C(=O)N([C@H](C)CO)C[C@@H](C)[C@@H](CN(C)CC2CCOCC2)O3)c1,-0.7
CNC[C@@H]1Oc2ccc(NC(=O)CCN3CCOCC3)cc2C(=O)N([C@H](C)CO)C[C@@H]1C,0.7
COc1ccc(NC(=O)N[C@H]2C=C[C@@H](CC(=O)NC3CCCCC3)O[C@H]2CO)cc1,-0.8
C[C@@H]1CN([C@H](C)CO)C(=O)Cc2cc(NC(=O)Cn3cnnn3)ccc2O[C@H]1CN(C)Cc1ccc(C(=O)Nc2ccccc2N)cc1,-12
C/C=C/c1ccc2c(c1)O[C@@H](CN(C)S(C)(=O)=O)[C@H](C)CN([C@H](C)CO)S2(=O)=O,0.8

# Sorted by length of the SMILES (lowest first): 6 of the compounds above.
SMILES,TcdB inh
COc1ccc(NC(=O)N[C@H]2C=C[C@H](CC(=O)NC3CCC3)O[C@H]2CO)cc1,-0.3
CCCC#Cc1ccc([C@H]2[C@H](CO)N3CCCCN(C(=O)NC4CCCC4)C[C@@H]23)cc1,-1.2
C/C=C/c1ccc([C@@H]2[C@@H](CO)N3CCCCN(C(=O)Nc4ccc(F)cc4)C[C@@H]23)cc1,0.3
COc1cccc(-c2cnc3c(c2)C(=O)N([C@H](C)CO)C[C@@H](C)[C@@H](CN(C)CC2CCOCC2)O3)c1,-0.7
C[C@H](CO)N1C[C@H](C)[C@@H](CN(C)S(=O)(=O)c2cccs2)Oc2c(NC(=O)c3cnccn3)cccc2C1=O,-0.3
CNC[C@H]1OCCCC[C@@H](C)Oc2ccc(NC(=O)Nc3ccc(C(F)(F)F)cc3)cc2C(=O)N([C@@H](C)CO)C[C@H]1C,0.6

# Later entries
SMILES,TcdB inh
CN1C(=O)c2cc(NC(=O)C3CCCCC3)ccc2OC[C@@H]2O[C@H](CC(=O)NCC3CCCCC3)CC[C@H]21,0.0
COCC#Cc1ccc([C@@H]2[C@@H](CO)N3CCCCN(Cc4ccncc4)C[C@H]23)cc1,-0.9
CNC[C@H]1Oc2c(NS(=O)(=O)c3ccc(F)cc3)cccc2C(=O)N([C@H](C)CO)C[C@H]1C,-0.8
Cc1ccc(-c2ccccc2[C@H]2[C@@H](C#N)N(C(=O)NC3CCCC3)[C@H]2CO)cc1,0.1
Cc1ccc(S(=O)(=O)Nc2ccc3c(c2)C(=O)N([C@H](C)CO)C[C@H](C)[C@@H](CN(C)S(=O)(=O)c2ccc(F)cc2)OCCCC[C@H](C)O3)cc1,-0.9
CO[C@H]1CN(C)C(=O)c2ccc(NS(=O)(=O)c3ccc(F)cc3)cc2OC[C@H](C)NC[C@@H]1C,-0.6
C/C=C/c1ccc([C@@H]2[C@@H](CO)N3C(=O)CN(C(=O)c4cnccn4)C[C@@H]23)cc1,0.0
C[C@@H]1CN([C@@H](C)CO)C(=O)c2cc(NS(=O)(=O)c3cccs3)ccc2O[C@@H](C)CCCCO[C@@H]1CN(C)S(=O)(=O)c1ccc(F)cc1,2.0
C[C@H]1CN([C@@H](C)CO)C(=O)Cc2cc(NS(=O)(=O)c3ccccc3)ccc2O[C@@H]1CN(C)S(=O)(=O)c1cccs1,1.0
COCC1=C([C@H](O)c2ccccc2)[C@H](CO)[C@@H]2C(=O)N(C)C(=O)[C@@H]2C1,1.2
O=C(Nc1ccccc1)N1C[C@@H]2[C@H](c3ccccc31)[C@H](CO)N2Cc1ccccc1Cl,-0.1
O=C(N[C@@H]1CC[C@H](CCn2cc(C3(O)CCCC3)nn2)O[C@H]1CO)C1CCCC1,0.8
C[C@H](CO)N1C[C@H](C)[C@H](CN(C)C(=O)[C@H](C)c2ccccc2)OCc2ccccc2-c2c(n(C)c3ccccc23)C1=O,0.7
CCCNC(=O)Nc1ccc2c(c1)C(=O)N(C)C[C@H](OC)[C@@H](C)CN[C@H](C)CO2,0.2
COc1cccc(S(=O)(=O)N2C[C@H](O)COC[C@@H]3O[C@@H](CC(=O)N4CCN(C)CC4)CC[C@H]32)c1,-0.2
CO[C@H]1CN(C)C(=O)c2cc(NC(C)=O)ccc2OC[C@@H](C)N(Cc2cncnc2)C[C@@H]1C,0.5
O=S(=O)(N[C@@H]1CC[C@H](CCn2cc(C3CC3)nn2)O[C@@H]1CO)c1ccc(F)cc1,0.0
CC(C)NC(=O)N(C)C[C@@H]1Oc2c(NC(=O)c3ccc(-c4nccs4)cc3)cccc2C(=O)N([C@H](C)CO)C[C@@H]1C,-0.3
CC=Cc1ccc2n(c1=O)C[C@H]1[C@H](CO)[C@@H](C(=O)NCCC)[C@@H]2N1C(=O)C1CC1 (mixture of isomers),-0.9
COc1ccccc1C#Cc1ccc2c(c1)O[C@@H](CN(C)Cc1ccncc1)[C@@H](C)CN([C@H](C)CO)S2(=O)=O,-2.9
CO[C@@H]1CN(C)C(=O)c2ccc(NS(C)(=O)=O)cc2OC[C@@H](C)N(S(=O)(=O)CC(F)(F)F)C[C@H]1C,-1.8
Cc1noc(C)c1S(=O)(=O)N(C)C[C@H]1Oc2ccc(NS(=O)(=O)c3ccc(Cl)cc3)cc2CC(=O)N([C@H](C)CO)C[C@H]1C,1.9
C[C@H]1CN([C@@H](C)CO)S(=O)(=O)c2ccc(C3=CCCCC3)cc2O[C@H]1CN(C)C(=O)C1CCOCC1,0.3
COc1ccc(NC(=O)Nc2ccc3c(c2)C(=O)N([C@@H](C)CO)C[C@@H](C)[C@@H](CN(C)CC2CCCCC2)OCCCC[C@@H](C)O3)cc1,0.7
CO[C@@H]1CN(C)C(=O)c2ccc(NC(=O)C3CC3)cc2OC[C@@H](C)N(Cc2cccc(F)c2)C[C@H]1C,-0.6
# Continuation:
SMILES,TcdB inh
Cc1ccc(-c2ccc3c(c2)O[C@H](CN(C)C(=O)NC(C)C)[C@H](C)CN([C@@H](C)CO)S3(=O)=O)cc1,-0.8
COc1ccc2c3c([nH]c2c1)[C@H](CO)N(Cc1ccccc1Cl)CC31CN(C(=O)C2CC2)C1,-0.7
C[C@H]1CN([C@@H](C)CO)C(=O)c2cccc(NC(=O)c3nc4ccccc4s3)c2O[C@H]1CN(C)S(=O)(=O)c1ccc(F)cc1,-0.6
CCCNC(=O)N1CCC2(CC1)CN(C(=O)CCC)[C@@H](CO)c1[nH]c3cc(OC)ccc3c12,0.5
COc1ccc(S(=O)(=O)Nc2ccc3c(c2)C(=O)N([C@@H](C)CO)C[C@@H](C)[C@H](CN(C)Cc2ccc(-c4ccccc4)cc2)O3)cc1,-0.2
Cc1noc(C)c1S(=O)(=O)Nc1ccc2c(c1)C(=O)N([C@@H](C)CO)C[C@@H](C)[C@@H](CN(C)S(=O)(=O)c1ccc(Cl)cc1)OCCCC[C@@H](C)O2,-0.3
